Compound activity: PubChem BioAssay, National Center for Advancing Translational Sciences (NCATS)
HCV inh: HCV inhibition | Huh7.5.1 HCVcc-Cre infection, luciferase reporter, 44 h | Potency, µM (top dose mostly 41.8 µM), for the others: at the top dose activity change, negative = inhibition, usual class: inhibitors | 340,000 tested, 3.4% active | AID 651820
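1,000 cells/well; 4 h culture; + compound; + HCVcc-Cre (~0.5 moi); 44 h; luciferase substrate, RT 15 min; read 15 sec.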
Sm TGR block: blocks Schistosoma mansoni thioredoxin glutathione reductase; Q962Y6; purified TGR, DTNB reduction, TNB absorbance 405 nm; Potency, µM (series often up to 114 µM), inactives show at the top dose activity change, negative = inhibition, most hits filed as inhibitors; 360,000 tested, 3% active; note: nearly all actives have a fitted effect of over 60% in size
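First, TGR (20 nM dispensed) and NADPH were mixed with compound. Second, a 15 min room-temperature incubation followed. Third, further NADPH and then DTNB were added to start the reaction. Finally, TNB absorbance was monitored kinetically.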
Pf growth 48h: inhibits P. falciparum growth in the first generation, 48 h | P. falciparum luciferase growth in erythrocytes, 48 h | Potency, µM (highest dose often 28.7 µM), without a hit: top-dose activity change, negative = inhibition, most hits filed as inhibitors | 310,000 tested, 5.9% active | AID 504832
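Compounds are pin-transferred into medium, infected erythrocytes (2% hematocrit, 0.1% parasitemia final) are added, and plates sit one parasite generation at 37 C in 5% CO2. Detection reagent is then added and luminescence measured.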
TbPYK inhibitor: inhibitors of Trypanosoma brucei pyruvate kinase; Q57TT1; TbPYK enzyme, Kinase-Glo Plus ATP luminescence, 45 min; Potency, µM (titrated, usually from 76.8 µM), for inactives: at the highest dose activity, negative = inhibition, usual class: inhibitors; 410,000 tested, 0.12% active; note: nearly all actives have a fitted effect of over 50% in size
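Quantitative HTS: titrated library compounds versus trypanosomal pyruvate kinase in TEA buffer (pH 7.2) containing KCl, MgCl2, BSA and Tween-20. Reactions were initiated with ADP, 130 uM final. Kinase-Glo Plus luminescence was read after 45 min at RT.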
Pf growth 96h: inhibits malaria parasite growth, 96 h. P. falciparum luciferase reporter growth, 96 h. Potency, µM (top dose mostly 28.7 µM), without a hit: at the top dose activity change, negative = inhibition, most hits filed as inhibitors. 320,000 tested, 6.9% active. AID 504834
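96 h incubation, 37 C, 5% CO2, of luciferase-reporter P. falciparum-infected RBCs (2% hematocrit, 0.05% parasitemia final) with test compounds; endpoint luminescence.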
LmPK inhibitor: LmPK (Leishmania mexicana) enzyme inhibition. purified LmPK, Kinase-Glo ATP luminescence, 1 h. Q27686. AID 1721. 290,000 tested, 0.37% active. Potency, µM (doses to about 57.5 µM), for inactives: at the top dose activity change, negative = inhibition, usual class: inhibitors
Target sequence (Q27686 whole entry, looked up): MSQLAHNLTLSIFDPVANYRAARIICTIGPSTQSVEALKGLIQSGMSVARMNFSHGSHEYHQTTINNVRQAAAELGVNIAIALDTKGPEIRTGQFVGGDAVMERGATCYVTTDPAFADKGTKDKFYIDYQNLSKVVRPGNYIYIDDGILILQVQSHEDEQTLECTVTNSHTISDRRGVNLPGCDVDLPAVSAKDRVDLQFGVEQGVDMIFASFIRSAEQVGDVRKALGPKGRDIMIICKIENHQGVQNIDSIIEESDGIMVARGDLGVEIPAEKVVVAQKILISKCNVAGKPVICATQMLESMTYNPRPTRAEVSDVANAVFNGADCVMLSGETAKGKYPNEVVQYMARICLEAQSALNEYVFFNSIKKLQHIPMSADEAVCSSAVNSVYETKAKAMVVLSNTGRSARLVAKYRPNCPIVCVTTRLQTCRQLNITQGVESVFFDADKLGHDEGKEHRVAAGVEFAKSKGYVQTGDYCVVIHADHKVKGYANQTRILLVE
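ATP generated from ADP (0.1 mM) and PEP (0.5 mM) by 0.1 nM LmPK over 1 h at room temperature (pH 7.2 imidazole buffer) was detected by coupled luciferase luminescence. Values were normalized to uninhibited and no-enzyme wells.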
* hit, by the source's call; ? = inconclusive; . = no result given; & = joins results of further samples; [ ] = remark or other dose. Calls come from the whole dose curve; as a rule, active = well fitted curve in the direction sought with a large enough effect; inconclusive = small, poorly fitted or top-dose-only effect, or another doubt; inactive = no such curve, though single readings can be large; an effect the other way counts as inactive or inconclusive. % is set by controls: 0 for no effect and ±100 for the full control effect; potency is the fitted concentration of half-maximal effect.

SMILES	HCV inh	Sm TGR block	Pf growth 48h	TbPYK inhibitor	Pf growth 96h	LmPK inhibitor
COC(=O)[C@H](CC(C)C)NS(=O)(=O)N[C@@H](CC(C)C)C(=O)OC	11%	8%	31%[activator]	0%	36%[activator]	.
Cc1cccc(C)c1OCc1nnc(SCC(=O)Nc2cccc(C(=O)N3CCOCC3)c2)n1C	?	-4%	-13%	0%	-9%	3%
CCN(C1CCCCC1)S(=O)(=O)c1ccc(S(=O)(=O)NCCc2ccncc2)cc1	.	7%[11.4 µM]	.	4%	?	9%
CCN(CCNC(=O)Cn1cc2c(n1)CCCC2)c1ccccc1	-1%	0%	0%	1%	-10%	1%
CCCc1ccc(S(=O)(=O)N/N=C\c2ccc3c(c2)OCO3)cc1	-2%	8%	3%	0%	?	-3%
Cc1ccc(C)c(N2CCN(C(=O)C3CCC3)CC2)c1	-6%	-29%	9%	-2%	-14%	-3%
CCc1c(C)sc(NC(=O)C2CCCO2)c1C#N (configuration not stated)	?	1%	50%[activator]	-24%	34%[activator]	-1%
COc1ccc2[nH]c(=O)c(CN(Cc3cccs3)C(=S)NCC3CCCO3)cc2c1 (configuration not stated)	-29%	-11%	?	-2%	?	-1%
N#Cc1cn(CC(=O)N2CCc3ccccc3C2)c2ccccc12	5%	0%	?	-4%	.	-1%
Cc1cnc(C(=O)OCC(=O)N(Cc2ccccc2)C(C)C)cn1	9%	6%	0%	2%	30%	5%
CC(C)(C)C(=O)Cn1c[n+](N)cn1	5%	1%	7%	-4%	.	0%
O=C(CCCn1cc([N+](=O)[O-])cn1)N1CCCCC1	3%	-6%	2%	-6%	?	18%
O=C(c1ccco1)N(Cc1ccccc1)Cc1ccccn1	26%	.	12%	-2%	11%	-1%
O=C1COc2ccc(NC(=O)N3CCN(c4ccc(F)cc4)CC3)cc2N1	-2%	6%	-19%	-3%	0%	-3%
O=C(NCc1ccco1)C1CC(c2cc(C(F)(F)F)cc(C(F)(F)F)c2)=NO1 (configuration not stated)	?	-13%	35%[activator]	0%	50%[activator]	1%
Cc1ccc2nc(SC(C)C(=O)N3CCCC3)[nH]c2c1 (configuration not stated)	15%	-3%	41%[activator]	-2%	40%[activator]	1%
N/C(=N\N=C\c1ccc([N+](=O)[O-])cc1)c1nonc1N	9%	12%	104%[activator]	1%	127%[activator]	-6%
C/C(=N/NC(=O)c1cnccn1)c1ccncc1	17%	5%	33%[activator]	3%	-2%	0%[11.5 µM]
CCN(CC)S(=O)(=O)c1cccc(-c2n[nH]c(=S)n2/N=C/c2ccc(OC(F)F)cc2)c1	5%	-23%	-18%	-51%	?	-29%
O=C(Nc1cccc(C(F)(F)F)c1)c1cc(-c2ccco2)on1	3%	3%	35%[activator]	0%	-15%	-2%
Cc1ccc(OCCNC(=O)/C=C/c2ccccc2)cc1	17%	9%	3%	1%	-16%	4%
COc1ccc(NC(=O)CSc2ccc(-c3ccco3)nn2)cc1	-2%	14µM*	11%	-4%	-11%	-1%
CCNC(=S)N(CCCN(C)C)Cc1cc2cc3c(cc2[nH]c1=O)OCCO3	12%	?	-1%	-1%	?	-2%
Cc1ccc2c(c1)c1c3n2CCN(C(=O)CN2CCN(C)CC2)C3CCC1 (configuration not stated)	?	0%	?	0%	.	1%
Cc1cc(C)cc(N2C(N)=NC(N)=NC2c2cccc(Cl)c2)c1 (configuration not stated)	-9%	11%	1.2µM*	-2%	5%	5%
COc1ccccc1N1CCN(Cc2ccsc2)CC1	1%	-1%	19%	9%	-24%	-11%
CCOC(=O)c1c(NC(=O)COc2ncnc3ccccc23)sc(C(C)=O)c1C	7.1µM*	1%	-20%	-4%	?	2%
COCc1ccc(CN2CCCC(CO)(Cc3ccccc3C)C2)o1 (configuration not stated)	3%	23%	-1%	0%	?	1%
O=C(c1cc2ccccc2oc1=O)N(Cc1ccc(F)cc1)C1CCS(=O)(=O)C1 (configuration not stated)	10%	-8%	8%	1%	26%	-21%
COc1ccc(CNC(=O)c2ccc(N3CCOCC3)c([N+](=O)[O-])c2)cc1	6%	-13%	8%	-3%	16%	-18%

Seven entries from above in a different format:
smiles | HCV inh | Sm TGR block | Pf growth 48h | TbPYK inhibitor | Pf growth 96h | LmPK inhibitor
COCc1ccc(CN2CCCC(CO)(Cc3ccccc3C)C2)o1 (configuration not stated) | 3% | 23% | -1% | 0% | ? | 1%
COc1ccccc1N1CCN(Cc2ccsc2)CC1 | 1% | -1% | 19% | 9% | -24% | -11%
Cc1cc(C)cc(N2C(N)=NC(N)=NC2c2cccc(Cl)c2)c1 (configuration not stated) | -9% | 11% | 1.2µM* | -2% | 5% | 5%
Cc1ccc2c(c1)c1c3n2CCN(C(=O)CN2CCN(C)CC2)C3CCC1 (configuration not stated) | ? | 0% | ? | 0% | . | 1%
COc1ccc(NC(=O)CSc2ccc(-c3ccco3)nn2)cc1 | -2% | 14µM* | 11% | -4% | -11% | -1%
COc1ccc(CNC(=O)c2ccc(N3CCOCC3)c([N+](=O)[O-])c2)cc1 | 6% | -13% | 8% | -3% | 16% | -18%
Cc1ccc(OCCNC(=O)/C=C/c2ccccc2)cc1 | 17% | 9% | 3% | 1% | -16% | 4%

Further results:
SMILES	HCV inh	Sm TGR block	Pf growth 48h	TbPYK inhibitor	Pf growth 96h	LmPK inhibitor
CCn1c2ccccc2c2cc(C3N=C(N)Nc4nc5ccccc5n43)ccc21 (configuration not stated)	-5%	7%	-2%	0%	?	3%
O=C(CSc1nc(-c2ccc(F)cc2)cs1)N1CCN(C(=O)c2ccco2)CC1	-17%	-9%	?	2%	?	1%
O=C(O)c1cccc(-n2cccc2/C=C2\SC(=O)N(Cc3ccccc3F)C2=O)c1	10%	-25%	-4%	-6%	-8%	4%
COc1ccc(CNC(=O)CSc2nnc3c(n2)[nH]c2ccc(F)cc23)cc1	-7%	-16%	2%	-5%	-4%	1%
COc1cc(C(=O)Nc2cccc3c2CCCC3)cc(OC)c1OC	-16%	3%	-16%	-6%	0%	-1%
CSc1ncccc1C(=O)OCC(=O)NC(C)(C)C	16%	4%	11%	5%	17%	0%
CCCCn1c(CCn2nc(C)c(Br)c2C)n[nH]c1=S	-13%	-14%	1%	?	.	18µM*
COc1cccc(CNCCNC(=O)c2nonc2N)c1	?	5%&-14%	36%[activator]	3%&-8%	0%	-11%
CCS(=O)(=O)Nc1ccc(C2=NN(C(=O)c3ccco3)C(c3ccco3)C2)cc1 (configuration not stated)	?	?	?	-9%	10%	.
O=C(N/N=C/c1c[nH]c2ccccc12)c1cc(Cl)ccc1O	12%	-35%	30%[activator]	6%	1%	0%

A run of entries taken from the entries so far, as a working copy:
SMILES	HCV inh	Sm TGR block	Pf growth 48h	TbPYK inhibitor	Pf growth 96h	LmPK inhibitor
O=C(O)c1cccc(-n2cccc2/C=C2\SC(=O)N(Cc3ccccc3F)C2=O)c1	10%	-25%	-4%	-6%	-8%	4%
COc1ccc(CNC(=O)CSc2nnc3c(n2)[nH]c2ccc(F)cc23)cc1	-7%	-16%	2%	-5%	-4%	1%

More compounds
SMILES	HCV inh	Sm TGR block	Pf growth 48h	TbPYK inhibitor	Pf growth 96h	LmPK inhibitor
Clc1cccc(OCCN2CCN(CCOc3cccc(Cl)c3)CC2)c1	?	-12%	3%	-3%	?	0%
Cc1nnc(NC(=O)CCN2C(=O)/C(=C\c3ccccc3)SC2=S)s1	4%	29%	63%[activator]	-2%	146%[activator]	-1%
Cc1ccc(NC(=O)c2ccc3c(c2)C(=O)N(c2ccccc2C)C3=O)nc1	3%	-5%	-9%	4%	-21%	.
Cc1nc(-c2cccc(NC(=O)Cc3ccccc3)c2)cs1	-25%	0%	18%	4%	17%	6%
Cn1c(-c2sccc2OCc2cccc(C(F)(F)F)c2)n[nH]c1=S	-4%	-2%	?	?	15µM*	-27%
Nn1cnn(Cc2ccccc2)c1=S	15%	-7%	1%	-9%	30%	3%
Cc1ccccc1NC(=S)N1CCN(c2ccccc2)CC1	13%	-20%	?	-1%	?	7%
CC(C)C(OC(=O)c1ccco1)C(=O)NC1CCCCC1 (configuration not stated)	19%	2%	?	2%	?	4%
Cc1nc2oc3ccccc3c(=O)c2c(=O)n1Cc1ccccc1	16%	2%	-1%	-7%	63%[activator]	4%
CN(C)c1ccc(C(CNC(=O)c2ccccc2)c2c[nH]c3ccccc23)cc1 (configuration not stated)	?	8%	?	-4%	?	2%
COC(=O)Cn1cnc2sc3c(c2c1=O)CCCC3	21%	10%	1%	-5%	32%[activator]	-2%
Cc1ccc(S(=O)(=O)NC(=O)c2cc(C)n(CC(c3ccccc3)N(C)C)c2C)cc1 (configuration not stated)	9%	-1%	7%	1%	22%	3%
COC(=O)c1cccc(C23CC4(C2)[C@H](CN(Cc2ccc(C(F)(F)F)cc2)[C@@H]4c2ccccc2)C3c2ccc(Cl)nc2)c1 (some centres not stated)	21%	?	?	2%	?	1%
COc1ccc(CN2C(=O)NC(=O)/C(=C\c3cccc(OC)c3OC)C2=O)cc1	13%	?	27%	?	?	13%
COc1ccc(C(=O)O/N=C(\N)Cc2cccs2)cc1OC	?	-1%	?	1%	-26%	-1%
COc1ccc2nc(N(CCN(C)C)C(=O)c3ccc(C(=O)c4ccccc4)cc3)sc2c1	-6%	-15%	-11%	3%	0%	3%
CSc1ccc(-c2nnn(Cc3ccc(C)cc3)n2)cc1	-23%	1%	.	-7%	-20%	2%

Four of the compounds above, as labelled records:
mol: COC(=O)c1cccc(C23CC4(C2)[C@H](CN(Cc2ccc(C(F)(F)F)cc2)[C@@H]4c2ccccc2)C3c2ccc(Cl)nc2)c1 (some centres not stated)
  HCV inh: 21%	Sm TGR block: ?	Pf growth 48h: ?	TbPYK inhibitor: 2%	Pf growth 96h: ?	LmPK inhibitor: 1%

mol: COc1ccc(CN2C(=O)NC(=O)/C(=C\c3cccc(OC)c3OC)C2=O)cc1
  HCV inh: 13%	Sm TGR block: ?	Pf growth 48h: 27%	TbPYK inhibitor: ?	Pf growth 96h: ?	LmPK inhibitor: 13%

mol: COc1ccc(C(=O)O/N=C(\N)Cc2cccs2)cc1OC
  HCV inh: ?	Sm TGR block: -1%	Pf growth 48h: ?	TbPYK inhibitor: 1%	Pf growth 96h: -26%	LmPK inhibitor: -1%

mol: COc1ccc2nc(N(CCN(C)C)C(=O)c3ccc(C(=O)c4ccccc4)cc3)sc2c1
  HCV inh: -6%	Sm TGR block: -15%	Pf growth 48h: -11%	TbPYK inhibitor: 3%	Pf growth 96h: 0%	LmPK inhibitor: 3%
